Vc quorum ag: inducers of Vibrio cholerae quorum light production without autoinducers, primary screen, BH1578 luxS cqsA deficient, single point; V. cholerae BH1578 lux reporter, luminescence, 6 h; activation, % at 18.7 µM; hit rate 0.16% among 350,000; in the data active = activation mostly above about 9.7%, no sharp cut-off; note: not every result past the cut was called active; inactives centre near 0; reference of the scale not given here
TcdB inh: TcdB glycohydrolase inhibitors, primary screen, biochemical, single point, plate reader; Toxin B (Clostridioides difficile), P18177; TcdB glycohydrolase enzymatic assay; inhibition, % at 9.99 µM; hit rate 0.24% among 350,000; AID 652162, 2013; in the data active = inhibition above about 10%
SARS 3CLpro inh: SARS-CoV 3CLpro protease inhibitors, primary screen, biochemical, quenched FRET; recombinant SARS-CoV 3CLpro, quenched FRET peptide cleavage; inhibition, % at 6 µM; hit rate 0.14% among 290,000; AID 1706, 2009; in the data active = inhibition above about 12%
Rv3671c protease: Rv3671c serine protease inhibitors, primary screen, biochemical, fluorescence polarization, M. tuberculosis H37Rv | P9WHR9 | hit rate 0.048% among 320,000 | inhibition, % at 5.96 µM | AID 2606, 2010; in the data active = inhibition above about 38%;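 note: extracellular domain of Rv3671c used as enzyme; 0% = enzyme with DMSO and 100% = no enzyme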
Target sequence (P9WHR9 whole entry, looked up, the tested form may be a part): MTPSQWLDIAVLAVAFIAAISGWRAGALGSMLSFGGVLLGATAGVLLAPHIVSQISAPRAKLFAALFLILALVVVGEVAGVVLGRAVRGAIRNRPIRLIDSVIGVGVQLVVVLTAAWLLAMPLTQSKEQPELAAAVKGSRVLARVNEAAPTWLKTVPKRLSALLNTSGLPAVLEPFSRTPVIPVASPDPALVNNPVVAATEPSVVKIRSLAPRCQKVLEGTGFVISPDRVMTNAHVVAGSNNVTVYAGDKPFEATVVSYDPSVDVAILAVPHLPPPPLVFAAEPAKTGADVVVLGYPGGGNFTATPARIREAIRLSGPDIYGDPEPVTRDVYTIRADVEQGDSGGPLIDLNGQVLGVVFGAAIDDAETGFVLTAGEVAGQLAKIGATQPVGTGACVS
PriA SSB inh: inhibitors of Klebsiella pneumoniae PriA binding to SSB C-terminal tail, primary screen, biochemical, AlphaScreen; PriA–SSB C-terminal tail interaction (Klebsiella pneumoniae); AlphaScreen SSBct-PriA binding, biotinylated peptide; inhibition, % at 33 µM; hit rate 0.6% among 430,000; in the data active = inhibition mostly above about 37%, no sharp cut-off; inactive = mostly below about 20%;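 note: plate controls were negative control peptide for no effect and reference peptide for full effect; strong numbers were not always called active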
Y pestis TopoI: Yersinia pestis topoisomerase I inhibitors, primary screen, biochemical, cleavage product accumulation, plate reader, single point. activity, % at 10 µM. hit rate 0.064% among 360,000. Y. pestis Topo-I cleavage product accumulation; in the data active = activity above about 50%, passing the limit was not always enough; note: inactives centre near 2
VHR inh abs: VHR1 phosphatase inhibitors, primary screen, biochemical, absorbance, uHTS; recombinant VHR phosphatase, pNPP absorbance; inhibition, % at 13.3 µM; hit rate 0.52% among 290,000; AID 1654, 2009; in the data active = inhibition above about 50%; note: some compounds called inactive have numbers as strong as hits
Target sequence (P51452 whole entry, looked up): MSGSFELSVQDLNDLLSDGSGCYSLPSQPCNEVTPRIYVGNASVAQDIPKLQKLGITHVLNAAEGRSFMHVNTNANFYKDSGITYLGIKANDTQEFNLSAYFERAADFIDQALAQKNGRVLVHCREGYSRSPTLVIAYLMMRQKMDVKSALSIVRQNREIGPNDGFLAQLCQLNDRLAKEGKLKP
PrPC surface inh: inhibitors of human cell surface prion protein PrPC, primary screen, cell-based, TR-FRET; Major prion protein (Homo sapiens), P04156; TR-FRET read-out; inhibition, % at 13.8 µM; hit rate 0.43% among 370,000; in the data active = inhibition above about 24%; note: 0% = median of the test wells and 100% = reference compound wells
CCHFV vOTU inh: CCHFV vOTU protease inhibitors, primary screen, biochemical, Pep-AMC substrate, fluorescence | inhibition, % at 11.5 µM | Crimean-Congo hemorrhagic fever virus L polyprotein viral ovarian tumor (vOTU) protease … | hit rate 0.55% among 370,000 | AID 651958, 2012; in the data active = inhibition above about 30%; note: 0% = vehicle wells with enzyme and 100% = no enzyme wells
MazEF act: activators of E. coli MazEF toxin-antitoxin RNase, primary screen, biochemical, fluorescence, uHTS; FAM/BHQ RNA-DNA oligo cleavage fluorescence, 5 h; activation, % at 20 µM; hit rate 0.32% among 350,000; in the data active = activation above about 50%
Target sequence (P0AE70 whole entry, looked up): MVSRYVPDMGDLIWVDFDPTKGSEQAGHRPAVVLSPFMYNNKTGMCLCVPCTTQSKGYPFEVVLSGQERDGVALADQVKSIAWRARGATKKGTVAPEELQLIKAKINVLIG
The depositor's hits bear a star; i = inactive; . = no result given.

1	CCCCN(C(=O)c1cccc(N2C(=O)c3ccccc3C2=O)c1)c1c(N)n(CCCC)c(=O)[nH]c1=O
2	CCCCCC(C)NC(=O)c1ccoc1C (stereo unspecified)
3	O=C(Cn1cnc2c(nnn2-c2ccccc2)c1=O)N1CCC(Cc2ccccc2)CC1
4	COc1ccc(Cc2nc3ccc(C(=O)NCCn4cccn4)cc3o2)cc1
5	COc1cccc(C2=NOC(C(=O)Nc3ccc4c(c3)OCO4)C2)c1OC (stereo unspecified)
6	Nc1c(Cl)ncnc1N/N=C/c1ccncc1
7	C=CCSc1nc2ccccc2n1Cc1nnc(-c2cccs2)o1
8	O=C(N1CCN(c2ccccn2)CC1)C(Cl)(Cl)Cl

Screen / compound no.	1	2	3	4	5	6	7	8
Vc quorum ag	-0.9	1.8	i	-0.3	i	i	-0.2	-0.4
TcdB inh	1.6	.	2.3	0.4	0.4	0.2	.	.
SARS 3CLpro inh	.	-3	1	-2	-5	1	1	-1
Rv3671c protease	.	4	10	-10	-1	-2	0	-17
PriA SSB inh	-1	9	-10	-1	-17	i	-3	9
Y pestis TopoI	0	-3	11	10	6	-6	18	1
VHR inh abs	.	33	6	11	20	20	3	-4
PrPC surface inh	-7	-1	6	1	10	-19	4	5
CCHFV vOTU inh	15	-2	-3	-11	-17	3	-11	16
MazEF act	-7	0	-9	-3	7	2	7	3

9	O=C(Nc1cccc(Cl)c1)Nc1nnc([C@H]2C[C@H](O)[C@@H](CO)O2)s1
10	Cc1ccccc1C(=O)NC(C(=O)Nc1nc2c(s1)CCCC2)C(C)C (stereo unspecified)
11	Cc1ccc(NS(=O)(=O)c2cccc(C(=O)N3CCCCCC3)c2)cc1
12	COC(=O)c1ccc(N2CCCCC2)c(N)c1
13	CN1C(=O)c2ccccc2C(C(=O)NCc2ccco2)C1c1c[nH]c2ccccc12 (stereo unspecified)
14	CCCC(=O)Nc1ccc(NC(=O)c2cccc(OC)c2)nc1
15	Cc1ccccc1-c1cc2nc(NCc3ccccc3)n(C)c(=O)c2s1
16	COc1ccc(C(=O)N2CCN=C2c2ccccc2)cc1OC

Screen / compound no.	9	10	11	12	13	14	15	16
Vc quorum ag	-0.4	-0.3	0.7	2.4	i	-1.5	-0.3	0.6
TcdB inh	-0.9	1.9	1.1	0.1	.	.	-0.1	.
SARS 3CLpro inh	.	4	.	4	5	-3	.	2
Rv3671c protease	.	-7	3	5	-13	-2	.	-1
PriA SSB inh	.	10	-9	-4	-1	-4	.	-15
Y pestis TopoI	9	-2	-8	2	-3	-7	4	-8
VHR inh abs	.	2	.	-3	-7	26	.	25
PrPC surface inh	-3	5	1	-1	-1	1	7	-4
CCHFV vOTU inh	-1	-6	6	3	8	5	14	-3
MazEF act	.	-2	4	-10	1	-3	.	2

17	COc1cc(OC)cc(C(=O)NNC(=O)CCc2nc3ccccc3c(=O)[nH]2)c1
18	CN(c1ccccc1)S(=O)(=O)c1cccc(C(=O)NCc2ccccc2)c1
19	Cc1ccc(NC(=O)C2C3C=CC4(O3)C2C(=O)N(CCN2CCOCC2)C4C(=O)NC2CCCCC2)cc1C (stereo unspecified)
20	CC1(C(=O)NS(=O)(=O)c2cccs2)CCN1C(=O)C1(c2ccccc2)CCCC1 (stereo unspecified)
21	CCC1CCCCN1S(=O)(=O)c1ccc(C(=O)N(CCCN(C)C)c2nc3cc4c(cc3s2)OCO4)cc1 (stereo unspecified)
22	CCOC(=O)C1CCN(c2cc3c(cc2NC(=O)c2ccccc2Br)n(C)c(=O)n3C)CC1
23	Cc1cc(C(=O)OCC(=O)Nc2ccccc2Br)c(C)o1
24	COc1ccc(C)cc1NC(=O)C(=O)NNC(=O)c1ccco1

Screen / compound no.	17	18	19	20	21	22	23	24
Vc quorum ag	i	-0.8	i	i	i	0.4	-5.6	i
TcdB inh	2.0	0.5	1.2	-0.3	1.9	0.5	1.2	.
SARS 3CLpro inh	.	.	-2	.	-2	0	.	-1
Rv3671c protease	-2	-1	8	.	1	7	-4	-1
PriA SSB inh	1	-4	12	.	18	-4	-5	-16
Y pestis TopoI	0	9	-3	1	4	22	0	3
VHR inh abs	.	.	25	.	12	-4	.	-9
PrPC surface inh	-5	6	5	-4	-12	-6	0	5
CCHFV vOTU inh	-4	0	4	0	16	3	-10	14
MazEF act	8	-1	8	.	-6	-3	-10	2

25	c1ccc(-c2cn(C[C@H]3CC[C@H](Cn4cc(-c5ccccn5)nn4)O3)nn2)nc1
26	COCCNC(=O)c1onc(CSc2ccncc2)c1C(=O)NCCOC
27	Cc1nn(C(C)C(=O)NCCCN2CCCCCC2)c(=O)c2c1sc1ccccc12 (stereo unspecified)
28	Cc1ccc(OCCSc2nc(N)cc(N)n2)cc1
29	Cc1ccc2oc(=O)c3cnn(CC(=O)N(CCCN4CCOCC4)Cc4ccco4)c3c2c1
30	NS(=O)(=O)c1ccc(CCNC(=O)C2CCN(C(=O)Nc3ccccc3)CC2)cc1
31	COc1ccc(OC)c(NC(=O)CCNS(=O)(=O)c2cc(Br)cnc2N)c1
32	CNC(=O)NC(=O)COc1c(F)c(F)cc(F)c1F

Screen / compound no.	25	26	27	28	29	30	31	32
Vc quorum ag	i	0.4	-0.2	-0.3	-0.3	i	i	-0.4
TcdB inh	-0.5	0.8	-1.6	1.8	1.7	0.3	0.8	0.4
SARS 3CLpro inh	-4	.	2	-1	1	.	-3	4
Rv3671c protease	-1	-3	-8	-5	2	3	-5	2
PriA SSB inh	109*	-13	12	-20	-4	5	4	-8
Y pestis TopoI	-5	-18	10	7	-1	-2	4	7
VHR inh abs	28	19	-3	15	18	.	-14	13
PrPC surface inh	2	3	-1	5	-5	0	1	-4
CCHFV vOTU inh	-2	21	13	2	-3	6	17	-17
MazEF act	-5	0	13	19	9	-11	6	-9

33	Cc1cccc(N2CCN(C(=O)CCS(=O)(=O)c3ccc(Br)cc3)CC2C)c1 (stereo unspecified)
34	CCn1c(SCC(=O)Nc2c(C#N)cnn2-c2ccccc2)nnc1-c1cccs1
35	Cc1ccc(CNC(=O)C2(S(=O)(=O)c3ccccc3)CC=CC2)cc1
36	Clc1cc2nc(-c3cccnc3Cl)[nH]c2cc1Cl
37	COc1ccc(NC(=O)CN2CCN(c3ccc(Cl)cc3)CC2)c(OC)c1
38	CCCn1nc(C(=O)NCCc2ccc(S(N)(=O)=O)cc2)c2ccccc2c1=O
39	CN(C)C(CNC(=O)c1cccc(S(=O)(=O)NCc2ccccc2)c1)c1ccco1 (stereo unspecified)
40	N#CC1(NC(=O)CN2CCN(S(=O)(=O)c3ccccc3F)CC2)CCCC1

Screen / compound no.	33	34	35	36	37	38	39	40
Vc quorum ag	-0.3	i	i	-18	i	0.8	i	-0.2
TcdB inh	0.3	0.2	.	-1.2	.	.	0.7	2.0
SARS 3CLpro inh	-1	6	-1	1	0	0	.	-2
Rv3671c protease	9	5	-3	-12	0	-11	4	1
PriA SSB inh	17	-9	-6	-4	6	-1	-1	-10
Y pestis TopoI	31	2	2	1	23	-12	7	-9
VHR inh abs	8	35	1	42	-1	15	.	1
PrPC surface inh	-4	-1	.	5	0	3	-3	-8
CCHFV vOTU inh	-3	4	.	-15	11	10	-7	-1
MazEF act	1	3	-8	28	-5	-10	3	-6

41	NNC(=O)CN1C(=O)CN=C(c2ccccc2)c2cc(Br)ccc21
42	CCCSc1ncc(Cl)c(C(=O)Nc2ccc(S(=O)(=O)N3CC(C)OC(C)C3)cc2)n1 (stereo unspecified)
43	CCOC(=O)CNC(=O)N1C[C@H]2CON(C)[C@H]2C[C@H]1c1ccccc1Br
44	Cc1ccc(C2(C)NC(=O)N(CC(=O)c3ccc4c(c3)OCCO4)C2=O)cc1 (stereo unspecified)
45	CC1CCCCC1NC(=O)COC(=O)COc1ccccc1F (stereo unspecified)
46	Cc1ccc(C(=O)N2CCN(c3ccc(NC(=O)c4cccnc4Cl)cc3)CC2)cc1
47	CCOc1ccc2cc(C(=O)c3ccccc3)c(=O)oc2c1
48	CC(C)CCN1CCC(CN2CCNC(=O)C2=O)CC1
49	COc1cc(C(=O)Nc2ccc(NC(=O)c3ccccc3Cl)nc2)cc(OC)c1OC

Screen / compound no.	41	42	43	44	45	46	47	48	49
Vc quorum ag	-1.0	1.0	i	-8.7	i	-0.3	-0.2	i	-0.9
TcdB inh	-0.5	.	1.3	-5.2	1.5	0.4	1.0	-0.4	0.7
SARS 3CLpro inh	2	8	.	.	.	-1	-5	.	-3
Rv3671c protease	-7	-16	.	4	4	5	-1	.	-11
PriA SSB inh	-4	5	.	-5	-4	-4	6	6	0
Y pestis TopoI	9	3	3	7	5	16	2	0	3
VHR inh abs	5	4	.	.	.	39	0	.	35
PrPC surface inh	5	7	0	-7	-6	-1	-2	-1	18
CCHFV vOTU inh	0	-1	1	8	-10	10	4	-5	-17
MazEF act	-5	-8	8	1	11	-3	11	-4	-4

Assay outcomes: PubChem BioAssay, several laboratories

Not all compounds are listed (hit frequency here may not be typical).
